# STK33 kinase inh: inhibitors of human STK33 kinase | inhibition, % at 10 µM | 320,000 compounds, 0.073% hits | purified STK33, MBP phosphorylation, ADP-Glo luminescence | AID 2661;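 active means inhibition at or above 25%, using the most active replicate where run in duplicate; inactive means inhibition below 25%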
# Target sequence (Q9BYT3 whole entry, looked up): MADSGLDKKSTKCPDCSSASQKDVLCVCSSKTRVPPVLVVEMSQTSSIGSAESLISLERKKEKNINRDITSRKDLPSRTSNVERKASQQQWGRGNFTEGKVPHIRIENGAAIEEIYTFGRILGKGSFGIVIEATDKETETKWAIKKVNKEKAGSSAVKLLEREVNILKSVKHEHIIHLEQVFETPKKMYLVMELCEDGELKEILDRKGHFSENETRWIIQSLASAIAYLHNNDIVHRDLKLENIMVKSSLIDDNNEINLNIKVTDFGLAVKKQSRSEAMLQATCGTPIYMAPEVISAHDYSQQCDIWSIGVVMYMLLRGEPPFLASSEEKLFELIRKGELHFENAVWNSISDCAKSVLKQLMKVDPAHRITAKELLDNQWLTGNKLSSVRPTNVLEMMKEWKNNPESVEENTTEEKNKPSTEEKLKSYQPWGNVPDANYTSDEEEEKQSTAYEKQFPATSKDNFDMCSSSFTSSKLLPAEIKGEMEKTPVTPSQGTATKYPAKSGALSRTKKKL
# CHT inh: human CHT choline transport inhibition; CHT-expressing cells, membrane potential dye, choline response; active compounds read low; B-score at 10 µM; 310,000 compounds, 0.86% hits;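 active means B-score over 3 SD under the library average, and starting fluorescence ratio not unusually high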;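 further: choline stimulus applied at its EC90 after an EC20 pre-addition; B-score computed on integrated fluorescence ratio after choline addition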
# Target sequence (Q9GZV3 whole entry, looked up): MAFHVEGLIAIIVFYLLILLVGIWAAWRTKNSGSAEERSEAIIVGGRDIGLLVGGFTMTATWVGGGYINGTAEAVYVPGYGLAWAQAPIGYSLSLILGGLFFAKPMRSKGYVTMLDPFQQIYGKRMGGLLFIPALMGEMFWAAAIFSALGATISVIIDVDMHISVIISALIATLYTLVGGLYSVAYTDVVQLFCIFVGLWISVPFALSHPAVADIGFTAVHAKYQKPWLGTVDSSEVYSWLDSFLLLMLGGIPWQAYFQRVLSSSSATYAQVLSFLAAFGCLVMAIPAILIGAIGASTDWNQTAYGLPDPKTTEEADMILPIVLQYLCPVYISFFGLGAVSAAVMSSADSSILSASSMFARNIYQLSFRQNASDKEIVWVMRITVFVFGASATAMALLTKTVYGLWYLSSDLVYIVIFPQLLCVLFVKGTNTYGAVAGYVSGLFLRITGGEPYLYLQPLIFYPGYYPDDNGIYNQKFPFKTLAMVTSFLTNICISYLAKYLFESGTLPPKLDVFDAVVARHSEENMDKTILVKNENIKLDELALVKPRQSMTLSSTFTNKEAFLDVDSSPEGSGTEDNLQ
# CHT PAM: allosterically activates the human high affinity choline transporter. B-score at 10 µM. CHT-expressing cells, membrane potential dye, choline EC20; active compounds read high; LV-AA mutant CHT in HEK293 cells. 310,000 compounds, 0.49% hits. AID 488977. Q9GZV3;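 active means initial fluorescence not abnormally high and integrated response B-score, plate-corrected, over 3 SD above library mean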
# The depositor's hits bear a star; i = inactive; nt = no result given. Compounds were not picked by outcome. About 1.5% of those tested had a hit in this group.
SMILES,STK33 kinase inh,CHT inh,CHT PAM
O=C(Cc1ncn[nH]1)NCCc1ccccc1,0.4,i,i
CN(C)c1cccc(C(=O)NCc2ccc(Cl)cc2)c1,0.5,i,i
COc1ccc(NC(=O)COc2cccnc2[N+](=O)[O-])cc1OC,0.2,i,i
N=c1c2c(-c3ccccc3)c(-c3ccccc3)n(Cc3ccco3)c2ncn1CCO,0.3,i,i
COc1ccc(NCc2nnc(SCC(=O)c3ccc(OC)cc3)o2)cc1,1.4,i,i
CCC(CC)c1nnc(NC(=O)c2nc3nc(C)cc(C)n3n2)s1,-0.6,i,7.3*
CCOC(=O)c1sc(Nc2nc3ccc(OC)cc3s2)cc1C,1.0,i,i
Cc1ccc(-c2csc(-c3c[nH]c4ccccc34)n2)cc1,-0.7,i,i
COc1ccc(CN2c3cc(S(=O)(=O)N4CCOCC4)ccc3N3CCCC32)cc1 (stereo not given),-0.6,i,i
CCn1c(=O)c2cc(C(=O)N(C)c3ccccc3F)sc2c2ccccc21,-0.2,i,i
CCC(C)NC(=O)CCc1nc2ccccc2n1-c1ccccc1 (stereo not given),-2.6,i,i
CC(C)(C)NC(=O)NC(=O)COC(=O)Cc1c(F)cccc1Cl,-1.8,i,i
O=S(=O)(c1ccccc1)[C@@]1(c2ccccc2)C[C@@H]2ON=C(c3cccc(Br)c3)[C@@H]2C1,-2.2,i,i
CC(C)C(NC(=O)C12CC3CC(CC(C3)C1)C2)C(=O)NC1=NCCS1 (stereo not given),1.1,i,i
COC(=O)c1c(NC(=O)Cc2ccccc2)sc2c1C(C(=O)OC)CC2 (stereo not given),1.0,i,i
COc1ccc(NC(=O)ON=C2c3ccccc3-c3ccccc32)cc1,1.2,i,i
CCCSC1=C(C#N)C(c2ccccc2C)C(C(=O)OC)C(=O)N1 (stereo not given),0.5,i,i
COc1cc(C(=O)Nc2ccc(N3CCCS3(=O)=O)cc2)c([N+](=O)[O-])cc1OC,0.2,i,i
Cc1cccn2c(=O)c(C=O)c(Cl)nc12,-1.1,i,6.6*
COc1ccc(C(=O)O/N=C(\N)c2ccc(Cl)cc2)cc1,-2.5,i,i
C/C(=N\Nc1nc2ccccc2s1)c1cccs1,1.8,i,i
CCc1cc2c(N3CCCCC3)ncnc2s1,0.2,i,i
CC(C)(C)c1ccc(C(=O)OCCN2CCCCC2)cc1,-1.3,i,i
CN1CCN(c2nc(-c3ccc(Cl)s3)cs2)CC1,0.5,i,i
Cc1ccc(S(=O)(=O)c2cnc(-c3ccccc3)nc2N2CCN(C)CC2)cc1,-0.7,i,i

# Compound profiles, from the list above. Order of screens: STK33 kinase inh, CHT inh, CHT PAM
# Results for CCc1cc2c(N3CCCCC3)ncnc2s1 = 0.2, i, i
# Results for C/C(=N\Nc1nc2ccccc2s1)c1cccs1 = 1.8, i, i
# Results for CCOC(=O)c1sc(Nc2nc3ccc(OC)cc3s2)cc1C = 1.0, i, i
# Results for COc1cc(C(=O)Nc2ccc(N3CCCS3(=O)=O)cc2)c([N+](=O)[O-])cc1OC = 0.2, i, i

# New compounds follow:
SMILES,STK33 kinase inh,CHT inh,CHT PAM
COc1ccc2cc(C(C)C(=O)Nc3cccc(S(=O)(=O)N(C)C)c3)ccc2c1 (stereo not given),-0.4,i,i
COc1cc(F)ccc1S(=O)(=O)N1CCN(C23CC4CC(CC(C4)C2)C3)CC1,-2.1,i,i
Cc1ccc(-c2nnc3c(C(F)(F)F)nc4ccccc4n23)cc1,-0.6,i,i
O=C(NCc1nnc(SCC(=O)N2CCCC2)o1)c1c(F)cccc1F,-0.8,i,i
CN(c1cccc(NS(=O)(=O)c2ccccc2)c1)S(C)(=O)=O,-0.4,i,i
O=C(NC1CCCCC1)C1CCN(c2cnccn2)CC1,0.2,i,i
CCCn1nnc(NC(=O)c2ccc(Br)o2)n1,0.6,i,i
C=C(C)Cn1c(SCCN2CCOCC2)nc2c1c(=O)[nH]c(=O)n2C,-1.8,i,i
O=C(N/C(=C/c1ccco1)C(=O)N1CCCC1)c1cccs1,1.0,i,i
COc1ccc(CN2CC(C(=O)NCCC(C)C)CC2=O)cc1 (stereo not given),2.7,i,i
Cc1ccc(CN2CCN(Cc3ccncc3)CC2CCO)o1 (stereo not given),1.1,i,i
O=C(c1ccco1)N1CCN(Cc2cccc(F)c2)CC1,4.9,i,i
CCOC(=O)Cc1c(C)nc(SC)[nH]c1=O,-0.4,i,i
CCOC(=O)CSc1nnc(-c2ccc(OC)cc2)n1CC,-0.1,i,i
O=C(O)c1cc(Nc2cc(Cl)c3nonc3c2[N+](=O)[O-])ccc1O,5.1,i,i
Cn1c(=O)n(-c2ccc(Cl)cc2)c(=O)c2c3c(sc21)COC(C)(C)C3,-0.9,i,i
CSc1nc(O)c(C(c2ccc(F)cc2)c2c(O)nc(SC)[nH]c2=O)c(=O)[nH]1,7.6,i,i
O=C(Oc1ccc(-c2ccccc2)cc1)C1C2CCCCC21 (stereo not given),-3.1,i,i
Cc1ccc(N2CC(C(=O)Nc3ccc4c(c3)OCO4)CC2=O)cc1C (stereo not given),8.2,i,i
Cc1cc(Cl)ccc1C(=O)C1CCCN(C(=O)c2cnn(C(C)C)c2)C1 (stereo not given),-0.3,i,i
CN(C)S(=O)(=O)c1ccc(N2CCCC2)c(C(=O)Nc2ccccc2F)c1,-1.7,i,i
COc1ccccc1C(=O)Nc1nnn(C)n1,-0.7,i,i
COc1ccc(-c2[nH]ncc2N=Nc2ccccc2)cc1,0.8,i,i
O=C(O)c1ccc(-n2nc(C(F)(F)F)cc2-c2cccs2)cc1,-1.6,i,i
Cc1ccc(C(=O)COC(=O)c2c(C)cc(=O)oc2C)cc1[N+](=O)[O-],0.6,i,i

# Only CHT PAM, for some of the entries so far:
molecule | CHT PAM
O=C(NCc1nnc(SCC(=O)N2CCCC2)o1)c1c(F)cccc1F | i
CN(c1cccc(NS(=O)(=O)c2ccccc2)c1)S(C)(=O)=O | i
O=C(NC1CCCCC1)C1CCN(c2cnccn2)CC1 | i
CCCn1nnc(NC(=O)c2ccc(Br)o2)n1 | i
C=C(C)Cn1c(SCCN2CCOCC2)nc2c1c(=O)[nH]c(=O)n2C | i

# Fetched by compound from above (5):
SMILES,STK33 kinase inh,CHT inh,CHT PAM
Cc1ccc(CN2CCN(Cc3ccncc3)CC2CCO)o1 (stereo not given),1.1,i,i
O=C(c1ccco1)N1CCN(Cc2cccc(F)c2)CC1,4.9,i,i
CCOC(=O)Cc1c(C)nc(SC)[nH]c1=O,-0.4,i,i
COc1ccc(C(=O)O/N=C(\N)c2ccc(Cl)cc2)cc1,-2.5,i,i
Cn1c(=O)n(-c2ccc(Cl)cc2)c(=O)c2c3c(sc21)COC(C)(C)C3,-0.9,i,i

# The list continues:
SMILES,STK33 kinase inh,CHT inh,CHT PAM
CC(=O)Nc1cccc(NC(=S)Nc2cccc(Cl)c2Cl)c1,nt,i,i
CCCNC(=O)NC(=O)CSc1nncs1,-0.8,i,i
CS(=O)(=O)Oc1ccc(Br)c2cccnc12,-0.8,i,i
CCOc1ccc(NC(=O)CC2C(=O)N(CC)C(=S)N2NC(=O)c2ccncc2)cc1 (stereo not given),-1.1,i,i
COc1ccc(OCCC(=O)OCC(=O)NC(=O)NC(C)C)cc1,-0.7,i,i
CCOC(=O)c1ccc(-c2c(-c3cc(OC)c(OC)c(OC)c3)noc2C)cc1F,0.4,i,i
CCN(CC)c1cnn(C/C(=N\OC)c2ccc(Cl)cc2)c(=O)c1Br,-1.3,i,i
COC(=O)c1cnc(Oc2ccc(NC(=O)NC(=O)c3c(OC)cccc3OC)cc2)cc1C(F)(F)F,-1.5,i,i
CCOCCCn1c(SCC(=O)Nc2oc(C)c3c(C)n[nH]c(=O)c23)nnc1-c1ccncc1,nt,i,i
COC(=O)c1cc2c(s1)-c1ccccc1OC2,-0.6,i,i
O=C(Nc1cc(=O)[nH]c(=O)[nH]1)c1cccc(C(F)(F)F)c1,-1.1,i,i
CCn1cc(S(=O)(=O)c2ccc(C)cc2)c(=O)c2cc(F)c(N3CCN(C)CC3)cc21,-0.1,i,i
CCN1C(=NCc2ccco2)N[C@@H](c2cccc(F)c2)C(C(=O)OC)=C1C,-1.3,i,i
CCCC12CN3CCN(CC(C3)/C1=N\NC(=O)c1ccc(C(C)(C)C)cc1)C2,-0.1,i,i
O=C(CSc1ncnc2c1cnn2-c1ccccc1)NC1CCCC1,-1.2,i,i
CN(C)CCCCNCCCNC(=O)/C=N\O,-2.0,i,i
CN(CC(=O)O)S(=O)(=O)c1cccs1,-1.0,i,i
COc1ccc([C@@H]2CC=C(C(=O)O)[C@H](c3ccccc3F)N2S(=O)(=O)c2ccccc2C)cc1,-1.5,i,i
C=CCn1c(SCC(=O)Nc2ccc(S(N)(=O)=O)cc2)nnc1-c1cnccn1,-0.9,i,i
Cc1ccn2cc(-c3cccc(NC(=O)c4cccs4)c3)nc2c1,-0.2,i,i
C=CCn1c(-c2c[nH]c3ccccc23)n[nH]c1=S,-0.5,i,i
CCc1ccccc1OCCCCN1CCCC1,-1.0,i,i
CCOc1ccc2[nH]c(=O)c(CN(CCc3ccccc3)C(=O)N3CCCC3)cc2c1,-1.0,i,i
COc1cccc(/C=C2\SC(=O)N(CC(=O)NC3C=CS(=O)(=O)C3)C2=O)c1 (stereo not given),-1.1,i,i
CCOc1ccccc1OCCC(=O)NNC(=O)Cn1nc(C)cc1C,-1.3,i,i

# (more compounds)
SMILES,STK33 kinase inh,CHT inh,CHT PAM
COC(=O)c1ccc(NC(=O)CCc2nnc3ccc(NCc4ccco4)nn23)cc1,-0.8,i,i
COc1cc(C2NC(=O)C(C#N)=C(S)N2c2ccccc2)ccc1OC(C)C (stereo not given),-0.2,i,i
OC1(c2cccc(C(F)(F)F)c2)CCN(c2ncnc3c2[nH]c2ccccc23)CC1,0.2,i,i
CCOC(=O)C[C@H]1c2cc(F)ccc2S(=O)(=O)N1Cc1ccc(OC)cc1,-1.0,i,i
COC(=O)C1=C(C)NC(c2c(O)ccc3ccccc23)C(C(=O)OC)=C1C (stereo not given),0.3,i,i
c1ccc(C[C@H]2CNCCN2CCC23CC4CC(CC(C4)C2)C3)cc1,-2.5,i,i
CCOC(=O)N1CCN(C(=O)c2ccc(N3CCCC3=O)cc2)CC1,-1.7,i,i
Cc1[nH]ncc1-c1ccccc1Cl,-2.5,i,i
Cc1ccc(-c2ccc(=O)n(CC(=O)NCCN3C(C)CCCC3C)n2)cc1 (stereo not given),-1.6,i,i
COc1ccc(CCNC(=O)c2oc3ccc(S(=O)(=O)N4CCOCC4)cc3c2C)cc1OC,0.4,i,i
O=C(CSC1=NCCS1)N1CCCC1,-0.5,i,i
O=C(CSc1ccc(Cl)cc1)Nc1nnc(-c2ccco2)o1,-0.6,i,i
CCN(CC)C(=O)CN1CCC(c2nc3cc(C)c(C)cc3[nH]2)CC1,-0.6,i,i
Cc1ccccc1-n1nc(-c2ccc(N)cc2)cc1N,-0.1,i,i
COc1ccccc1CNC(=O)CCCNS(=O)(=O)c1cccc2nsnc12,1.2,i,i
CCOC(=O)N1CCC(n2c(SCC(=O)c3ccccc3)nc3ccsc3c2=O)CC1,-1.2,i,i
Cc1ccc2nc(N3CCN(CCO)CC3)nc(-c3ccccc3)c2c1,0.0,i,i
O=C(COC(=O)c1cc[n+]([O-])cc1)NCC12CC3CC(CC(C3)C1)C2,-0.5,i,i
OCCCNc1nc(-c2ccc(Cl)cc2)nnc1-c1ccccc1,-1.2,i,i
O=C1c2ccc(Oc3ccc([N+](=O)[O-])cc3)cc2C(=O)N1CCCO,-0.3,i,i
O=C(Nc1ccc2c(c1)OCO2)Nc1ccc(F)cc1F,-1.4,i,i
CC(=O)c1ccc(NC(=O)CSc2nccn2CCc2ccccc2)cc1,0.1,i,i
Cc1cccc(-n2cnc(C(=O)N3CCN(C)CC3)c2)n1,-0.7,i,i
CN(CCCC(=O)Nc1ccccc1)S(=O)(=O)c1ccc(Cl)cc1,-1.2,i,i
Cc1cccc(C(=O)N2CC(=O)Nc3ccc(F)cc3C2c2ccc(F)cc2)c1 (stereo not given),-1.5,i,i

# The listing continues:
SMILES,STK33 kinase inh,CHT inh,CHT PAM
CCCc1nc2ccc(N)cc2c(=O)n1Cc1ccccc1Cl,-1.1,i,i
c1ccc(CCNc2ncnc3c2nnn3Cc2ccccc2)cc1,-0.8,i,i
CC1CCCC(C)N1C(=O)COC(=O)C1CCN(S(=O)(=O)c2c(Cl)cccc2Cl)CC1 (stereo not given),-1.5,i,i
CC(NS(=O)(=O)c1ccc(Br)cc1)C(=O)NCCc1ccccc1 (stereo not given),-0.5,i,i
COc1ccc(N2C(=O)/C(=C3/C=CC=CN3C)SC2=S)cc1,-0.3,i,i
CC1(C)CC(=O)C(C=NCC2CCN(C(=S)Nc3ccccc3)CC2)=C(O)C1,-1.4,i,i
CCC(C)(C)n1nnnc1C(c1cc2cccc(C)c2[nH]c1=O)N1CCN(C(=O)c2ccco2)CC1 (stereo not given),0.1,i,i
CCCCCCCn1ccc(=N)cc1,-1.0,i,i
CC(C)NC(=O)NC(=O)CSc1nnc(-c2c[nH]c3ccccc23)o1,-0.1,i,i
O=C(Cc1ccccc1)NCc1ccc(F)cc1,-0.8,i,i
O=C(c1ccc(C(F)(F)F)cc1)C1CCCN(C(=O)c2cnccn2)C1 (stereo not given),-0.1,i,i
COC(=O)c1nnn(-c2nc(N(C)C)nc(N(C)C)n2)c1C,-0.4,i,i
CC(C)N1CCNCC1,-1.6,i,i
COCCNc1nc(C)cc(-c2cc(-c3ccc(Cl)cc3)on2)n1,-1.4,i,i
O=C(CCl)N1N=C(c2ccco2)CC1c1ccco1 (stereo not given),-0.8,i,i
COc1ccc(S(=O)(=O)N2CCN(Cc3ccc4c(c3)OCO4)CC2)c2ccccc12,0.5,i,i
COCCNC(=S)Nc1cc(OC)c(NC(=O)c2ccco2)cc1OC,-2.2,i,i
N#Cc1ccc(C(=O)NC23CC4CC(CC(C4)C2)C3)cc1,0.4,i,i
Nc1nnnn1/N=C/c1cccc(Br)c1,0.4,i,i
Cn1c(C(=O)NCc2ccccn2)cc2c(=O)n(C)c3ccccc3c21,1.6,i,i
